High-throughput results as filed in PubChem.
Vif-A3F inh: Vif-A3F binding inhibition; HeLa A3F-eYFP + Vif (tagged APOBEC3F with the HIV-1 protein that degrades it), YFP fluorescence increase; Potency, µM (doses to about 46.1 µM), inactives show at the highest dose activity, negative = active; actives 0.2% (n = 390,000); further: potency means the concentration at half of the fitted maximal effect; % of control where 0% means no effect; nearly all actives have a fitted effect of over 65% in size
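HeLa cells stably expressing A3F-eYFP plus Vif, plated and incubated overnight at 37 deg C, then exposed to compounds overnight at 37 deg C. Blocked degradation read as raised yellow fluorescence (Ex 488/Em 500-530).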
GRP78 ERSR act: inducers of ER stress response in human glioma cells; U87-MG GRP78 promoter luciferase reporter, 16 h; Potency, µM, without a hit: at the top dose activation, usual class: activators; actives 0.02% (n = 420,000); AID 602332; further: potency means the concentration at half of the fitted maximal effect; series mostly up to about 76 µM; % of control where 0% means no effect; nearly all actives have a fitted effect of over 35% in size
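Stably transfected U87-MG human glioma cells carrying a GRP78-based luminescent sensor were seeded at 1000 cells/well, pin-dosed with compounds and incubated 16 h. Luciferase reagent was then added, and end-point luminescence was read after 10 min at room temperature.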
D2 antagonist: D2 dopamine receptor (human) antagonism. HEK293 TREx D2 cells, calcium flux, dopamine EC80. P14416. inhibition, % at 10 µM. actives 2% (n = 340,000). AID 485344; in the data active means inhibition above about 30%; further: 0% is about no effect
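In this primary screen, negative modulation is detected by tracking calcium flux after an EC80 dopamine challenge in inducible HEK293 T-REx D2 cells preexposed to test compound for 180 s.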
D2 ag: activates the human D2 dopamine receptor | activation, % at 2 µM | actives 0.53% (n = 340,000) | P14416 | HEK293 T-REx D2 cells, calcium flux agonist mode;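 active means activation over 3 SD above normal in the single-dose calcium agonist read, cut at about 30% in these data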; further: 0% is about no effect
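Agonism is scored from calcium flux in a force-coupled, inducible HEK293 cell line expressing D2, read kinetically for 180 s after compound addition against dopamine controls.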
Vif-APOBEC3G blk: inhibitors of Vif-APOBEC3G interaction | Q9HC16 | actives 0.076% (n = 410,000) | HeLa A3G-eYFP + Vif (tagged APOBEC3G with the HIV-1 protein that degrades it), YFP fluorescence, overnight | Potency, µM (series often up to 46.1 µM), without a hit: at the top dose activity, negative = active, usual class: inhibitors;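 further: potency means the concentration at half of the fitted maximal effect; on the % scale 0 is the no-effect control and ±100 the full control effect; nearly all actives have a fitted effect of over 60% in size; hits raise eYFP signal because A3G escapes Vif-driven loss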
Target sequence (Q9HC16 whole entry, looked up): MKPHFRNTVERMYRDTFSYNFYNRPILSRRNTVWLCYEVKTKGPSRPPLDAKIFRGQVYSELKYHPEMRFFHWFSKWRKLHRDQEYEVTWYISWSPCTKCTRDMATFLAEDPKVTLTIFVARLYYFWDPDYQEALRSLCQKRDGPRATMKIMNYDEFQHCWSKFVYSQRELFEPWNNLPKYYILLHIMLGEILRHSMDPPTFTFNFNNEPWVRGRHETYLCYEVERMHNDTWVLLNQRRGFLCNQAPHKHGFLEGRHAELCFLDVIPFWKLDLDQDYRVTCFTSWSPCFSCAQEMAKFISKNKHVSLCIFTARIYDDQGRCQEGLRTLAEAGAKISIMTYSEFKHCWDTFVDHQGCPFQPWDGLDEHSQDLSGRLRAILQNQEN
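Read-out is eYFP fluorescence (Ex 488/Em 500-530) from Vif-expressing HeLa A3G-eYFP cells; more signal means A3G escaped Vif-mediated degradation. Cells plated overnight, compound pinned in, incubated overnight at 37 deg C.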
12-LOX inh: blocks human arachidonate 12S-lipoxygenase; actives 1.1% (n = 580,000); AID 1671190; purified 12hLO, xylenol orange hydroperoxide absorbance; Potency, µM (top dose mostly 108 µM), for the others: top-dose activity change, negative = inhibition, actives largely listed as inhibitors; further: potency means the concentration at half of the fitted maximal effect; on the % scale 0 is the no-effect control and ±100 the full control effect
Target sequence (P18054 whole entry, looked up): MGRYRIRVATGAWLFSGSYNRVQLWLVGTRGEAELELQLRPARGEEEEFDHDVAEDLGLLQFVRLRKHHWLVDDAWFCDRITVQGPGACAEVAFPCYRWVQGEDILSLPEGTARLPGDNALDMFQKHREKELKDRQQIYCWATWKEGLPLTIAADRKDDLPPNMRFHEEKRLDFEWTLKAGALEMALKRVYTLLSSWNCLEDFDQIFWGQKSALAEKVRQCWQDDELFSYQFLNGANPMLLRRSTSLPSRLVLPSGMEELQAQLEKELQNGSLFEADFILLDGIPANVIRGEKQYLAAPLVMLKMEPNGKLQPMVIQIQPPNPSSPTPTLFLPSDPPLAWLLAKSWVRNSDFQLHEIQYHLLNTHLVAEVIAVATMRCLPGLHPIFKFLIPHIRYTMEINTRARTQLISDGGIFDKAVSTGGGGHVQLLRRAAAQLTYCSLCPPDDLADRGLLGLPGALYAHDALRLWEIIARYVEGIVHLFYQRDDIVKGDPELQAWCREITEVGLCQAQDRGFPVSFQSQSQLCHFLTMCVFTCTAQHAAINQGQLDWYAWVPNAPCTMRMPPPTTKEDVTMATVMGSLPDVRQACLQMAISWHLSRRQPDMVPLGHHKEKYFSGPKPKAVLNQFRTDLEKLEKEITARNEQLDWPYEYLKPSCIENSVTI
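Purified human 12hLO (150 nM final) in 25 mM Hepes, 0.01% Triton X-100, pH 7.0 was preincubated 15 min at room temperature with compound. Then 40 uM arachidonic acid was added, 30 min. Hydroperoxide was read by Fe-XO absorbance ratio 573/405 nm.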
LDHA block: LDHA (human) enzyme inhibition | P00338 | purified LDHA, NADH/diaphorase-resazurin fluorescence; stronger effect = lower value | activity change, % (values are at about 110 or 230 µM) | actives 0.15% (n = 480,000); in the data active means activity change below about -30%; inconclusive means mostly about -25% to -30%;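 further: plate controls were DMSO wells for no effect and wells without enzyme for full effect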
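Remaining NADH was detected by diaphorase (0.133 mg/mL) converting 37 µM resazurin to fluorescent resorufin, read at 0 and 20 minutes. The preceding 5-minute room-temperature reaction used 2 nM LDHA, 0.2 mM sodium pyruvate and 0.06 mM NADH at pH 7.4.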
RGS4 inhibitor: human RGS4 inhibition. P49798. Transcreener GDP fluorescence polarization, RGS4-accelerated GTP hydrolysis. Potency, µM (titrated, usually from 114 µM), for inactives: at the top dose activity change, negative = inhibition, most hits filed as inhibitors. actives 0.039% (n = 390,000). AID 504845; further: potency means the concentration at half of the fitted maximal effect; on the % scale 0 is the no-effect control and ±100 the full control effect; nearly all actives have a fitted effect of over 75% in size; some results filed as inactive show a strong effect at the top dose
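MLSMR compounds (23 nl, pin-transferred) preincubated 10 min at room temperature with a 500nM (2x) first reagent, then RGS4 at 900nM (2x) plus Transcreener GDP mix added; fluorescence polarization (620/688 nm) read before and after 90 min at 30 °C.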
ERG Ets-DNA blk: ERG Ets/DNA interaction inhibition; P11308; fluorescence polarization, His-ERG Ets domain / labelled DNA; Potency, µM (titrated, usually from 76.9 µM), for inactives: at the highest dose FP activity, negative = inhibition, actives largely listed as inhibitors; actives 0.028% (n = 370,000); active means well fitted inhibition curve with a large enough effect in the polarisation, with a control signal flat; inconclusive means small, poorly fitted or top-dose-only effect, or effect the other way, or a change in a side signal; inactive means no such curve, though single readings can be large or run the other way; the % refers to the polarisation;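 further: polarization taken with two DNA probes labelled with fluorescein and Texas red; potency means the concentration at half of the fitted maximal effect; % of control where 0% means no effect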
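His-tagged ERG Ets domain (1 uM in the protein solution; 300mM KCl, 50mM Tris-HCl, 1mM EDTA, 1mM DTT, pH 7.5) received compound, then a probe mix of 5 nM fluorescein-DNA and 100nM Texas-615-DNA. Fluorescence polarization was read for both dyes.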
Active calls of the source: *; ? = inconclusive; nt = no result given; & = joins results of further samples. Unless noted, the call rests on the fitted dose curve; in most records, active means well fitted curve in the direction sought with a large enough effect; inconclusive means small, poorly fitted or top-dose-only effect, or another doubt; inactive means no such curve, though single readings can be large; an effect the other way counts as inactive or inconclusive. A portion of the library. The share of hits here may be higher or lower than overall.

SMILES	RGS4 inhibitor	Vif-APOBEC3G blk	ERG Ets-DNA blk	D2 antagonist	LDHA block	GRP78 ERSR act	Vif-A3F inh	D2 ag	12-LOX inh
Cc1cc(Cl)c(C(=O)Nc2cccc(C(F)(F)F)c2)c(C)n1	15%	-1%	15%	6	-5	-5%	2%	-0.1	?
CN(c1ccc(OCc2ccc([N+](=O)[O-])cc2)cc1)S(=O)(=O)c1ccccc1	-8%	-7%	10%	-4	-3	-5%	-27%	1.9	12%
CSc1nc(N)nc2c1ncn2CC(=O)N1CCN(Cc2c(C)cc(C)cc2C)CC1	-18%	1%	3%	nt	-4	-2%	6%	nt	-33%
Cc1ccc(NCc2ccccc2O)cc1	-12%	4%	-9%	-17	2	10%	-4%	0.5	4%
CCN(C1CCCCC1)S(=O)(=O)c1ccc(C(=O)O)cc1	-10%	1%	-3%	7	-8	4%	-1%	1.2	11%
Cc1ccccc1C(=O)N1CCN(S(=O)(=O)c2cccs2)CC1	32%	-1%	2%	4	-4	-1%	4%	0.6	0%
O=C(Nc1nnc(-c2ccc(Br)cc2)o1)c1ccco1	0%	-1%	-1%	-8	0	-2%	?	-0.5	nt
CCOC(=O)[C@@H]1[C@H]2COc3cc(OC)ccc3[C@@H]2N2C(=O)N(c3ccc(Br)cc3)C(=O)[C@@]12C	1%	-1%	12%	-12	0	-1%	2%	-1.2	-2%
CC(=O)N1CCC(N(C(=O)Nc2ccc(Cl)cc2)C(C)C)CC1	21%	-4%	13%	13	-3	4%	-1%	0.4	-11%
CCOc1ccc2c(c1)OC1(CCC(C)C1)CC2=O (configuration not stated)	-18%	0%	-5%	nt	4	-3%	1%	nt	-48%
COC(=O)C[C@H]1c2ccc(C(F)(F)F)cc2S(=O)(=O)N1Cc1ccccc1	10%	-7%&-4%	0%	nt	5	-2%&-3%	-1%	nt	5%
COc1ccc(-c2cc(C(=O)c3c(N)n(C)c(=O)n(C)c3=O)c3ccccc3n2)cc1	21%	-9%	2%	-16	-1	-4%	-5%	5.3	1%
Cc1ccc2oc(C(=O)Nc3ccc(S(=O)(=O)N4CCCC(C)C4)cc3)cc(=O)c2c1 (configuration not stated)	-3%	3%	-4%	nt	-4	-3%	-2%	0.2	-16%
Cc1cc(OCCn2ccnc2)ccc1C(C)C	-13%	2%	-1%	-20	-15	-2%	4%	0.1	?
CCSC1=NC2(CCN(C(=O)NC3CCCCC3)CC2)N=C1c1ccc(C)cc1	5%	-3%	5%	nt	-2	-4%	-1%	0.9	3%
NC(=O)CC(NC(=O)Cc1ccc(Br)cc1)c1ccc(NC2CCN(Cc3ccccc3)CC2)c([N+](=O)[O-])c1 (configuration not stated)	-12%	-2%	10%	-5	1	-3%	2%	-0.9	?
Cc1ccc(OCCn2nnc3ccccc32)cc1C	-3%	1%	6%	-12	0	3%	11%	-0.1	1%
Cc1cc(=O)oc2cc(OCC(=O)N3CCCC3)ccc12	1%	-1%	1%	nt	-14	-3%	-18%	nt	26%
COC(=O)c1sccc1NC(=O)Nc1ccc(C)cc1C	30%	1%	0%	9	1	6%	6%	-0.5	1%
COc1ccc(C(=O)O/N=C(\N)Cc2ccc(Cl)cc2)cc1OC	-4%	-1%	-1%	13	-7	-16%	-9%	0.1	0%
COc1ccc(NC(=O)n2ncc3c(C)cccc32)cc1	22%	?	4%	-9	-6	12%	3%	-0.9	-12%
O=C(CN1CCC(C(=O)c2cccc(F)c2)CC1)NCc1cccs1	30%	0%	-10%	4	1	-2%	-2%	-0.9	-9%
CCN(CC(=O)NC1CCS(=O)(=O)C1)C(=O)c1cc(OC)c(OC)c(OC)c1 (configuration not stated)	7%	-4%	-3%	2	-7	-1%	1%	0.1	-16%
COc1cccc(-c2nn3c(-c4ccco4)nnc3s2)c1	17%	2%	-4%	9	0	-1%	-2%	0.1	?
O=C(/C=C/Nc1cccc([N+](=O)[O-])c1)c1ccco1	-8%	-2%	nt	nt	2	8%	2%	nt	13%

Sorted by heavy-atom count (rising): some entries from above
SMILES	RGS4 inhibitor	Vif-APOBEC3G blk	ERG Ets-DNA blk	D2 antagonist	LDHA block	GRP78 ERSR act	Vif-A3F inh	D2 ag	12-LOX inh
Cc1ccc(NCc2ccccc2O)cc1	-12%	4%	-9%	-17	2	10%	-4%	0.5	4%
Cc1cc(OCCn2ccnc2)ccc1C(C)C	-13%	2%	-1%	-20	-15	-2%	4%	0.1	?
O=C(/C=C/Nc1cccc([N+](=O)[O-])c1)c1ccco1	-8%	-2%	nt	nt	2	8%	2%	nt	13%
Cc1ccc(OCCn2nnc3ccccc32)cc1C	-3%	1%	6%	-12	0	3%	11%	-0.1	1%
COC(=O)c1sccc1NC(=O)Nc1ccc(C)cc1C	30%	1%	0%	9	1	6%	6%	-0.5	1%
CC(=O)N1CCC(N(C(=O)Nc2ccc(Cl)cc2)C(C)C)CC1	21%	-4%	13%	13	-3	4%	-1%	0.4	-11%
CCN(CC(=O)NC1CCS(=O)(=O)C1)C(=O)c1cc(OC)c(OC)c(OC)c1 (configuration not stated)	7%	-4%	-3%	2	-7	-1%	1%	0.1	-16%
CSc1nc(N)nc2c1ncn2CC(=O)N1CCN(Cc2c(C)cc(C)cc2C)CC1	-18%	1%	3%	nt	-4	-2%	6%	nt	-33%
CCOC(=O)[C@@H]1[C@H]2COc3cc(OC)ccc3[C@@H]2N2C(=O)N(c3ccc(Br)cc3)C(=O)[C@@]12C	1%	-1%	12%	-12	0	-1%	2%	-1.2	-2%

The list continues:
SMILES	RGS4 inhibitor	Vif-APOBEC3G blk	ERG Ets-DNA blk	D2 antagonist	LDHA block	GRP78 ERSR act	Vif-A3F inh	D2 ag	12-LOX inh
CCOC(=O)CC(=O)CSc1ncnc2c1nnn2-c1ccccc1	-3%	0%	8%	nt	-6	4%	-14%	nt	12%
CCN(CC)C(=O)COc1ccc(C=O)cc1OC	2%	2%	-1%	3	1	-4%	-9%	1.3	-20%
O=C(CNC(=O)C12CC3CC(CC(C3)C1)C2)NC1=NCCS1	2%	1%	1%	-16	3	-2%	-2%	0.2	-2%
O=C(CN1C(=O)CSC1=O)NCc1ccccc1	-21%	3%	-9%	-5	-4	-5%	-4%	0.4	?
O=c1cc(N2CCc3ccccc3C2)[nH]c(=O)n1-c1ccc(Br)cc1	-46%	-3%	-8%	7	-2	-2%	3%	0.3	-17%
COc1ccc(/C=C/C(=O)Nc2ccc(C34CC5CC(CC(O)(C5)C3)C4)cc2)cc1OC	25%	-17%	1%	8	-9	3%	-11%	1.8	1%
O=C(NNC(=S)NC(=O)c1cccnc1)c1ccccc1	-43%	0%	-4%	1	-1	-4%	-7%	0.2	?
Cc1ccc(CNC(=O)CNC(=O)c2ccco2)cc1	35%	1%	1%	-12	-3	-3%	-4%	-0.8	15%
C/C(=N\NC(=O)CCc1c(C)n[nH]c1C)c1ccc([N+](=O)[O-])cc1	21%	0%	0%	2	-9	-3%	3%	-1.2	5%
COc1ccc(S(=O)(=O)N2CCC(C(=O)Nc3c(F)cccc3F)CC2)cc1	-14%	2%	-12%	0	-4	-2%	3%	3.0	8%
CCOC(=O)c1sc2cc([N+](=O)[O-])cc(SCCO)c2c1N	-13%	-15%	0%	0	0	-2%	-14%	3.7	1%
O=C(NCC1CCCO1)C(=O)c1c[nH]c2ccccc12 (configuration not stated)	9%	-4%	8%	1	-2	10%	-10%	0.7	-1%
Cc1ccc(NC(=O)CCC(=O)c2cccs2)cc1F	5%	-1%	-6%	14	-14	8%	-16%	-0.1	-3%
COc1ccccc1CNC(=O)c1ccc2[nH]c(C)c(C)c2c1	-10%	nt	-1%	nt	-4	nt	nt	-1.4	3%
COC(=O)c1nnn(-c2nonc2N)c1CN1CCCC1	-7%	2%	-21%	15	-8	-2%	0%	2.6	4%
CCC(C(=O)NCc1cc(OC)ccc1OC)n1nc(C)c2sc3ccccc3c2c1=O (configuration not stated)	18%	nt	-7%	nt	-16	nt	nt	1.9	-3%
CCOc1ccc(NC(=O)CN(C)C(=O)Cc2ccsc2)cc1OCC	9%	0%	4%	3	0	-7%	-2%	-0.1	-4%
CCn1cc(/C=N\NC(=O)c2cc(-c3ccccc3OC)nc3ccccc23)c(C)n1	-7%	-3%	nt	-4	-8	-1%	1%	0.4	4%
CCOC(=O)N1CCN(c2ncc3c(n2)CC(c2ccc(OC)c(OC)c2)CC3=O)CC1 (configuration not stated)	0%	-2%	2%	nt	-5	-1%	3%	0.5	0%
CCC1Nc2ncnc(N3CCN(c4ccccc4)CC3)c2N(Cc2ccc(C)cc2)C1=O (configuration not stated)	10%	-8%	12%	10	-1	-1%	2%	0.2	?
CCOC(=O)c1nnc2cc(-c3ccc(Br)cc3)nn2c1C	-24%	2%	-5%	-3	-2	1%	2%	-0.3	0%
CCCCn1c(Cn2nc(C(=O)O)c3ccccc3c2=O)nc2cc(S(N)(=O)=O)ccc21	9%	5%	0%	-16	-4	-4%	14%	0.1	?
